# Pyk2 oligo antag – antagonists of human Pyk2 oligomerization. z-score (the deposit names both 25 µM and 10 µM). Q293 cells, Pyk2 FERM NanoBiT luminescence; active compounds read low. AID 1347419. 99,000 compounds, 0.83% hits. Q14289;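 active means Z-score of -3 or lower, scaled per plate to the spread of control and sample wells; inactive means z-score above -3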;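 further: negative z-score means lost luminescence so less FERM oligomerization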
# PostGolgi ctrl – inhibits growth of the yeast control strain. efflux-deficient yeast background strain, growth absorbance A615, 16 h. inhibition, % at 10 µM. 98,000 compounds, 5% hits. AID 738
# CYP2C9 activ – increases human cytochrome P450 2C9 activity; P11712; recombinant CYP2C9, luciferin-H conversion, luminescence; active compounds read high; factor 1 = untreated enzyme, 0 = blocked; activation factor at 5 µM; 96,000 compounds, 1.4% hits;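 active means activation factor of 2 or more for CYP2C9 at a 5 µM dose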;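 further: 0 = sulfaphenazole-blocked wells and 1 = vehicle-only wells; values of inactives mirror those of a sister screen read the other way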
# hDAT+cocaine – changed human dopamine transporter uptake under cocaine IC80. AID 449768. LLC-PK1 hDAT cells, [14C]-dopamine uptake with cocaine IC80; actives deviate in either direction. B-score at 10 µM. 110,000 compounds, 1.3% hits. Q01959;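 active means Z score or B-score, a plate-position-corrected score, falls beyond the plate's 99.7% confidence bounds, in either direction; inactive means both scores lie inside the 99.7% bounds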;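 further: scored against the spread of the other compound wells on the same plate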
# Target sequence (Q01959 whole entry, looked up): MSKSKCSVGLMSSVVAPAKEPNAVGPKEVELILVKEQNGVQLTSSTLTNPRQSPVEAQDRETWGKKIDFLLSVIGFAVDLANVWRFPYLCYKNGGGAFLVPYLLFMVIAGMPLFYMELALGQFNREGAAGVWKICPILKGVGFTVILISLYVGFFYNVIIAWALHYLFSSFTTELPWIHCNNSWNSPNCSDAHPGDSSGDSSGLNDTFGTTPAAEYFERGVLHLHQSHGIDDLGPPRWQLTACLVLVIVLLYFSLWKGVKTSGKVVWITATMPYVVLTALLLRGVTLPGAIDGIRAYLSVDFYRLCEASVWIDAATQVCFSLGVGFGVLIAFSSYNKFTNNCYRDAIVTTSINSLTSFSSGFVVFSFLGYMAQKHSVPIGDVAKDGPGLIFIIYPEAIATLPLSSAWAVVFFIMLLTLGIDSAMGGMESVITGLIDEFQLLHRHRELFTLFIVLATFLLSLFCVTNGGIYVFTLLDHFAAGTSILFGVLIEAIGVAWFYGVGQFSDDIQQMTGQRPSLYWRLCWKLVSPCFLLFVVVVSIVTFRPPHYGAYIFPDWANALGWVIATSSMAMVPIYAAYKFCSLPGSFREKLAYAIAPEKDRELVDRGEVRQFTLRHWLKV
# Ecoli WT expand – blocks growth of wild type E. coli BW25113 | OD600 absorbance | growth inhibition, % at 100 µM | 98,000 compounds, 0.15% hits;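 active means growth inhibition above about 50% at one test dose, limit read from the data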;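 further: growth measured after 20 h incubation at 37 °C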
# LYP act – LYP (human) phosphatase activation. 96,000 compounds, 0.11% hits. activation, % at 2 µM. Q9Y2R2. recombinant LYP, DiFMUP fluorescence; 0 = plate median, 100 = signal doubled. AID 697;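 active means activation at 2 µM above a set limit, the mean plus 5 SD, cut at about 37% in these data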
# PostGolgi yeast – growth inhibition of a yeast mutant, post-Golgi transport screen; post-Golgi transport phenotypic cell assay; inhibition, % at 10 µM; 98,000 compounds, 0.9% hits;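 further: yeast cells grown in 1536-well plates; yeast grown about 18 h at 30C before absorbance read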
# PTPN22 inh 2 – LYP (human) phosphatase inhibition | inhibition, % at 2 µM | 96,000 compounds, 0.21% hits | recombinant LYP catalytic domain, DiFMUP fluorescence | Q9Y2R2;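 active means inhibition at 2 µM at or above a set limit, the screen mean plus 3 SD, cut at about 24% in these data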;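 further: 0% = DMSO with enzyme and 100% = enzyme fully blocked by orthovanadate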
# CYP2C9 inhib – inhibitors of human CYP2C9 | CYP2C9 Supersomes, luciferin-H conversion, luminescence | inhibition, % at 5 µM | 96,000 compounds, 20% hits;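 active means blocking of liver enzyme CYP2C9 beyond about 50% at 5 µM, limit read from the data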; further: values of inactives mirror those of a sister screen read the other way
# * hit, by the source's call; / = not tested or not shown. Unless noted, no stated cut-off is given here; in the data, active means inhibition above about 30%; inactive means the rest. Hits appear at their usual frequency; about 24% have a hit in one of these screens.
Structure	Pyk2 oligo antag	PostGolgi ctrl	CYP2C9 activ	hDAT+cocaine	Ecoli WT expand	LYP act	PostGolgi yeast	PTPN22 inh 2	CYP2C9 inhib
Cc1c2c(nc3c(C)cccc13)OC(C)C2 (centres undefined)	0.47	11	/	-0.18	-9	6	-6	-12	/
O=C(NCCCN1CCCCC1)C1CCC(=O)N1CCc1ccccc1 (centres undefined)	2.4	6	0.7	-0.26	-1	1	10	-2	33
Cc1cc(C)cc(-n2c(SCC(=O)NCc3ccco3)nc3ccccc3c2=O)c1	-1.8	5	0.8	-1.3	-8	1	-3	0	22
COc1cccc(-n2ccnc2SCC(=O)Nc2ccccc2)c1	-1.3	18	0.5	-0.3	3	1	-4	1	47
COCCCn1c(CCC(=O)O)ccc1-c1ccc(F)cc1	-0.99	15	0.6	1.1	8	4	2	-9	40
CCCS(=O)(=O)N1CCN(c2ccccc2F)CC1	-0.35	2	0.5	-0.16	6	-9	-3	12	47
CCN(C1CCCCC1)S(=O)(=O)c1ccc(S(=O)(=O)N(CC(=O)Nc2ccccc2)C2CC2)cc1	-0.96	-8	0.3	-0.033	-1	3	-1	-2	68*
CC(C)c1ccc(NC(=O)C2CCCCC2C(=O)O)cc1 (centres undefined)	1.2	11	0.9	/	5	/	-6	/	11
COc1ccc(C2Oc3ccccc3N2C(C)=O)cc1 (centres undefined)	-0.17	6	0.3	-0.017	5	8	-4	-12	69*
O=C(Nn1c(=O)[nH]c2ccccc2c1=O)c1ccco1	-0.18	25	0.9	0.062	4	4	5	-6	11
O=C(N/N=C1/CCCc2ccccc21)C(c1ccccc1)c1ccccc1	0.07	13	0.9	-0.21	-11	2	3	3	7
Cc1sc2ncnc(NCC3(N4CCOCC4)CCCCC3)c2c1C	1	33*	0.4	-0.044	-6	5	32*	-2	60*
O=S(=O)(NCc1ccco1)c1ccc2c(c1)Cc1ccccc1-2	2.6	2	0.9	-1.4	-11	9	0	-10	10
OC(COc1ccccc1)CN1CCOCC1 (centres undefined)	-0.72	/	/	0.00019	/	-11	/	6	/
COc1ccc(NS(=O)(=O)c2ccc3c(c2)n(C)c(=O)n3C)cc1	0.51	-10	0.3	0.85	-15	-1	18	3	74*
N#Cc1cc2sc3nnc(-c4ccncc4)n3c2cc1C#N	0.72	37*	0.3	0.2	6	/	6	/	65*
CCOC(=O)CSc1nc2ccccc2c(=O)n1CC	-0.51	14	0.7	-0.26	6	-2	-3	2	26
CCn1nc(NC(=O)c2ccncc2)c2cc3cc(C)ccc3nc21	-1.9	11	/	2.2*	-5	-5	-4	2	/
CCCC(=O)Nc1nnc(Sc2ccc(N(C)C)cc2)s1	0.57	1	1.6	0.097	-11	2	-13	-4	-56
CCOC(=O)c1cc2c(c(CSc3nc4ccccc4c(=O)n3Cc3ccco3)c1)OCOC2	-0.67	9	0.3	0.61	-11	-18	4	17	67*
CCN(CC)CCn1c(NCc2ccco2)nc2ccccc21	0.89	2	0.9	-0.87	7	0	-4	3	13
N#CC1=C(N)OC2=C(C(=O)CCC2)C12CCN(C(=O)OCc1ccccc1)CC2	0.39	/	0.3	1.5	/	/	/	/	66*
Cc1cc(Cl)ccc1OC(C)C(=O)N1CCCN(C(=O)C(C)Oc2ccc(Cl)cc2C)CC1 (centres undefined)	0.81	44*	1	0.78	-11	-1	9	3	2
COc1cc(OC)cc(C(=O)OCc2cc3ccccc3[nH]c2=O)c1	-0.9	5	1	-1.3	-1	2	12	-5	2
CC(=O)Nc1sc2c(c1C(c1ccc(F)cc1)N1CCOCC1)CCCC2 (centres undefined)	-1.9	19	0.7	0.79	5	-4	-3	0	32
COc1ccc(CN2CCN(S(=O)(=O)c3ccc(F)cc3)CC2)c(OC)c1OC	0.28	0	0.6	-0.74	-1	3	-2	-3	40
COc1ccc2nc(N3CCC(O)CC3)c(C#N)cc2c1	0.45	11	0.8	-0.17	3	3	-2	-3	16
COc1ccc(CC(=O)Nc2ccc3c(c2)OCO3)cc1S(=O)(=O)N1CCOCC1	-0.58	2	1	0.49	-3	-11	6	10	-5
O=C(NCCCN1CCOCC1)c1ccco1	0.28	-4	1	-0.034	5	1	-2	-4	-2
Cc1ccc(-n2c(Cc3cccs3)nnc2SCC(=O)OC(C)C)cc1	-1.1	6	0.3	0.17	-11	2	2	-4	68*
Cc1nc2c(-c3ccc(F)cc3)c(C)nn2c(C)c1CCC(=O)N1CCOCC1	/	6	0.6	1.7	-8	1	2	-3	38
CCCCn1c(NC(=O)c2ccc(Br)o2)c(S(=O)(=O)c2ccccc2)c2nc3ccccc3nc21	-2.7	16	0.2	0.0057	9	-19	10	21	83*
Cc1oc(-c2ccc(F)cc2)cc1-c1nn2c(-c3ccoc3C)nnc2s1	-0.37	/	0.8	-0.37	/	/	/	/	18
CC1=NN(c2ccccc2)C(=O)C1N=Nc1ccc(N)cc1 (centres undefined)	0.32	-3	0.7	0.6	-3	-9	-4	7	26
O=C(CCCn1c(=O)c2sccc2n(CC(=O)NCc2ccco2)c1=O)NCc1ccco1	0.14	16	0.8	0.075	2	-3	0	7	20
COc1ccc(NC(=O)Nc2cc3oc4ccccc4c3cc2OC)cc1	-0.1	4	0.8	/	2	-6	-8	8	16
Cc1cc2occ(CC(=O)Nc3nccs3)c2cc1C(C)C	0.92	10	1	/	-6	-1	-2	2	-1
O=C(CCNc1cc(Cl)cc(Cl)c1)c1cccs1	-0.64	16	0.7	-0.54	4	0	-3	4	32
Cc1nc(SCC#N)c2c(C)c(C)sc2n1	0.67	2	1.2	-0.049	2	5	10	-6	-18
CCOC(=O)C1=C(C)N=C2SC(C)C(=O)N2C1c1ccc(OC(C)=O)c(OC)c1 (centres undefined)	-0.9	47*	/	-0.14	-8	-14	0	11	/
O=C(Nc1ccccc1)c1ccc(CN2CCC(Cc3ccccc3)CC2)cc1	1.3	/	/	-0.95	/	10	/	-7	/
O=C(Cn1cnc2ccccc2c1=O)c1c[nH]c2ccccc12	-0.53	1	0.7	-0.32	-2	-1	-6	1	31
O=C(COc1ccccc1Cl)N(Cc1ccco1)C1CCS(=O)(=O)C1 (centres undefined)	0.25	8	1.1	-0.089	0	/	-1	/	-8
COC(=O)c1cc(NC(=O)CC2SC(=Nc3ccccc3)N(CCc3c[nH]c4ccccc34)C2=O)cc(C(=O)OC)c1 (centres undefined)	-1.9	6	0.2	-0.17	-4	2	1	4	81*
O=C1CCC(C(=O)OCc2cc(Cl)ccc2OC(F)F)N1 (centres undefined)	0.01	10	0.9	-0.41	9	-3	-2	3	5
Nc1c(NCc2ccccc2F)c(=O)[nH]c(=O)n1Cc1ccccc1	-0.39	9	0.3	-0.45	2	/	7	/	75*
O=C(CSc1ccc2ccccc2c1)Nc1ccncc1	2.1	92*	0	/	8	7	103*	-4	95*
COc1ccc(/C=N/Nc2nonc2N)cc1OC	1.6	/	/	0.027	/	2	/	-1	/
O=C(c1cccc(C(F)(F)F)c1)N1CCCCCC1	-0.05	0	1.2	-1.4	7	6	1	-9	-20
O=C(O)CSc1nnnn1-c1ccccc1	-0.19	-3	1	-0.54	3	9	0	-12	3
CCCCN1C(=O)Cc2c1nc(N)c1c(N)nc(N(CCC)CCC)c(C#N)c21	-3.6*	5	0.6	/	-4	-10	0	8	42
COc1ccc(C2SCC(=O)N2CC23CC4CC(CC(C4)C2)C3)cc1 (centres undefined)	-0.72	60*	0.9	0.024	-8	-13	16	10	15
Cc1noc(COc2ccc(OCc3nc(C)no3)cc2)n1	0.79	11	1	-0.77	-7	6	2	-6	-3
O=S(=O)(NC1CCCCC1)c1ccc(F)c2ccccc12	-2.5	35*	0.5	-1.5	1	-11	-3	13	53*
COc1ccc(S(=O)(=O)Nc2ccc3c(c2)OCO3)cc1C	-1.2	-5	0.6	0.63	6	8	-5	-6	36
COc1ccccc1N1CCN(C(=O)Cc2cccs2)CC1	1.1	38*	1	0.11	3	0	-1	-2	-3

# Filtered by structure: those above containing a COOH group
Structure	Pyk2 oligo antag	PostGolgi ctrl	CYP2C9 activ	hDAT+cocaine	Ecoli WT expand	LYP act	PostGolgi yeast	PTPN22 inh 2	CYP2C9 inhib
COCCCn1c(CCC(=O)O)ccc1-c1ccc(F)cc1	-0.99	15	0.6	1.1	8	4	2	-9	40
CC(C)c1ccc(NC(=O)C2CCCCC2C(=O)O)cc1 (centres undefined)	1.2	11	0.9	/	5	/	-6	/	11
O=C(O)CSc1nnnn1-c1ccccc1	-0.19	-3	1	-0.54	3	9	0	-12	3

# Next section.
Structure	Pyk2 oligo antag	PostGolgi ctrl	CYP2C9 activ	hDAT+cocaine	Ecoli WT expand	LYP act	PostGolgi yeast	PTPN22 inh 2	CYP2C9 inhib
O=C1CCSc2ccc(Cl)cc2N1Cc1ccc(Cl)cc1	-1.1	27	0.8	-0.00068	1	-6	1	12	24
CC1(C)CC(=O)c2cnc(NC(=O)CCc3ccccc3)nc2C1	1.5	5	0.8	1.5	0	-4	13	2	25
CCOC(=O)c1oc2ccccc2c1NC(=O)c1cccs1	-0.8	16	0.8	0.039	-4	-10	4	8	20
Fc1ccccc1CNc1ccc(Cl)c(Cl)c1	0.5	3	0.9	-0.48	10	2	-6	2	7
CCC(C)[C@H](NC(=O)NCCCc1ccccc1)C(=O)OC (some centres undefined)	-1.1	5	0.9	-1.1	1	2	12	-1	5
COc1ccc(C(=O)OCC(=O)Nc2ccc(F)cc2F)cc1OC	0.92	8	0.9	-0.93	-3	0	-23	3	9
COc1cc(OC)c(C2=NOC(C(=O)N3CCCc4ccccc43)C2)cc1Cl (centres undefined)	-1.1	15	1.1	0.18	-13	0	-8	1	-8
Cc1ccc(C)c(N2CCN(C(=O)c3cn(C)c4ccc(S(=O)(=O)N(C)C)cc4c3=O)CC2)c1	/	3	1	0.61	0	4	-4	-7	3
Cc1ccc(O)c(C(=O)c2cnc3c(c2)CN(CCC(C)C)C(=O)N3)c1	-1.6	10	0.4	-0.73	21	-7	0	4	64*
CCN(CC)C(=O)C1CC(=O)OC12CCCCC2 (centres undefined)	0.18	/	/	-0.68	/	12	/	-12	/
O=C1c2ccccc2C(=O)N1OCc1ccccc1	-0.23	7	1.1	-0.029	3	-4	-18	-1	-14
O=C(NCCN1C(=O)C2C3C=CC(C3)C2C1=O)NCc1ccccc1 (centres undefined)	/	2	0.9	0.033	-6	/	-1	/	11
Cn1c(Cn2nnc3ccccc32)nnc1SCC(=O)N1CCc2ccccc21	2.2	25	1	-0.21	-8	14	-1	-16	-4
Cc1ccc(S(=O)(=O)Nc2c3ccccc3nc(=O)n2-c2ccccc2)cc1	-0.74	7	0.8	0.71	-4	2	7	1	16
CC(C)c1ccc(NC(=O)C2CC(=O)N(C(C)C)C2)cc1 (centres undefined)	1.4	1	1	-1.1	3	3	0	-6	0
CCCOc1ccc(CSc2ncn[nH]2)cc1	1.6	4	0.8	0.42	6	-2	-7	2	18
CCOC(=O)N1CCC(NC(=O)CCC(=O)c2ccccc2)CC1	0.64	5	1	-1.3	6	/	8	/	-1
CCCC(=O)Nc1nc(C)c(-c2csc(Nc3ccc(Cl)cc3)n2)s1	/	56*	0.7	0.97	-9	-4	23	7	31
COC(=O)c1c(NC(=O)c2cccnc2)sc(C)c1C	-0.71	19	0.9	0.44	3	-7	12	9	12
NCC12CC3CC(C1)CC(CN)(C3)C2	0.79	-1	1	0.025	2	-2	17	2	0
CCC(=O)N1CCc2cc(S(=O)(=O)CCC(=O)NCc3ccc4c(c3)OCO4)ccc21	1.9	6	0.7	-1.5	3	-3	-1	1	29
